# Bioassay records deposited in PubChem by several laboratories.
# CSM14.1 death rescue: rescue of cells from ER stress-induced death, primary screen, 384-well, CSM14.1, thapsigargin, ATP luminescence (AID 1222). CSM14.1 thapsigargin-induced death rescue, ATP luminescence; higher % means a stronger effect. cellular ATP content (survival), % at 20 µM, or EC50 in µM where a hit was titrated. 190,000 tested, under 10 active;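 active = EC50 below 50 µM in the dose-response confirmation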;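 note: death triggered by thapsigargin at about 15 µM added after 2 h compound pretreatment; cell ATP read after overnight thapsigargin exposure of roughly 18 to 22 hours; normalized against plate controls of thapsigargin alone and 5% DMSO vehicle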
# Autophagy HCS: autophagy modulation, high-content screen | MEF GFP-LC3 puncta imaging; test concentration mostly 10 µM | calls only at 10 µM (by protocol) | 190,000 tested, 0.98% active;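 active = percentage of spot-positive cells more than 3 SD above its plate mean, without a fluorescence outlier flag or 80% toxicity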;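 note: spot-positive cell cutoff set from DMSO-treated cells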
# XIAP displacement: small molecules displacing peptide from XIAP – biochemical, IAP family, fluorescence polarization (AID 1018) | 200,000 tested, 0.007% active | displacement, % at 20 µM, or IC50 in µM where a hit was titrated | XIAP BIR domain, fluorescence polarization peptide displacement; higher % means a stronger effect; in the data active = displacement above about 50%; note: a part of the inactive calls stands beside numbers as strong as those of hits
# bCat nuc transl: modulators of beta-catenin nuclear translocation; 190,000 tested, 0.3% active; AID 1665; nuclear translocation activity, % at 5 µM; HeLa beta-catenin nuclear translocation, immunofluorescence imaging;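 active = nuclear translocation activity above 50% at 5 µM, with a well cell count of 50 or more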;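 note: per-cell ratio of nuclear to cytoplasmic median beta-catenin stain intensity; plate controls were DMSO negative control for no effect and GSK-3 inhibitor IX positive control for full effect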
#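 assay system = human HeLa cells, endogenous beta-catenin | times = compound treatment 24 h, 37°C, 5% CO2 | detection = Anti-beta-catenin immunofluorescence on PFA-fixed, Triton-permeabilized cells, DAPI nuclei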
# MT stabilizer: microtubule stabilization, imaging screen. HeLa tubulin immunostaining HCS, 24 h; share of cells brighter than vehicle mean+2SD. % tubulin-high responders, % at 10 µM. 200,000 tested, 0.83% active;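 active = plate Z-score above 3 for both tubulin-high and condensed-nucleus cell shares, with cell loss under 80%, at 10 µM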;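 note: anti alpha tubulin signal scored within the nucleus-defined area of each cell; some results filed as inactive read as strong as hits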
# WT yeast gro inh: growth inhibition of WT yeast, mitochondrial fusion screen; mitochondrial fusion phenotypic screen, WT strain; inhibition, % at 10 µM; 190,000 tested, 2.1% active; AID 1362; in the data active = inhibition above about 58%; tested in S. cerevisiae
# Lipid droplet: hepatic lipid droplet formation modulation; AID 1656; 240,000 tested, 0.4% active; AML12 mouse hepatocytes, oleate lipid droplets, BODIPY imaging; inhibition, % at 6.5 µM;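 active = lipid droplet intensity inhibited by at least 50%, with more than 500 cells counted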
#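 Test system: AML12 hepatocytes (mouse); reagent: oleate loading, 100 µM; dosing: one dose, 6.5 µM compound; incubation: overnight exposure; signal: fluorescence imaging, 20x objective, two fields per well; read-out basis: % inhibition of corrected integrated BODIPY droplet signal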
# Dynein cargo inh: blocks dynein driven cargo transport along microtubules. z-score, hits read low. 3617.4 mouse cells, GR-EGFP nuclear translocation imaging; test concentration mostly 20 µM; stimulated with dexamethasone, 1 µM; hits give low values. AID 1381. 220,000 tested, 0.47% active;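 active = plate z-score of nuclear minus cytoplasmic receptor signal below a set negative limit, without overly bright fluorescence or cell loss, cut at about -3.5 in these data, passing the limit was not always enough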;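 note: z-score of nuclear minus cytoplasmic ring GR-EGFP intensity difference per well; some compounds called inactive have numbers as strong as hits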
#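 Also added – dexamethasone, 1.0 µM final · Buffer or medium – tet-free, stripped-serum medium · Schedule – induction 48 h, compound 1 h, agonist 30 min · Detection – formaldehyde fixation, Hoechst nuclear stain, 10x automated fluorescence imaging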
# Insulin prom up: MIN6 insulin promoter up-regulation | MIN6 insulin promoter-GFP reporter, high-content imaging; hits give high values | z-score at 5 µM | 190,000 tested, 0.3% active;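 active = z-score above 3 at 5 µM with at least 500 cells counted in the well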
# WT yeast gro inh mutant strain: further read-out of WT yeast gro inh, marked with its call; inhibition, %; mitochondrial fusion phenotypic screen, mutant strain inhibition
# Dynein cargo inh cytoplasmic EGFP: further read-out of Dynein cargo inh, marked with its call; z-score; measured here: cytoplasmic GR-EGFP intensity; hits give high values
# Dynein cargo inh nuclear GR-EGFP: also measured in Dynein cargo inh; calls as there; z-score; measured here: nuclear GR-EGFP intensity;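 lower value marks the stronger effect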
# Dynein cargo inh cell count: further read-out of Dynein cargo inh, marked with its call; z-score; measured here: cell count per field
# Insulin prom up cell count: further read-out of Insulin prom up, marked with its call; cell count; measured here: cytotoxicity, nuclei count;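 total cells summed across four imaged fields per well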
# Lipid droplet cells 6.5 µM: also measured in Lipid droplet; calls as there; cell count; measured here: cell count, cytotoxicity flag;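 cells counted across two imaged fields per well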
# bCat nuc transl cell count 5 µM: also measured in bCat nuc transl; calls as there; cell count; measured here: cell count, cytotoxicity flag
# MT stabilizer Hoechst-high %: second read-out of MT stabilizer, no call of its own (marks repeat the call); % Hoechst-high responders; measured here: nuclear condensation Hoechst responders;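 share of cells brighter than vehicle mean plus two SD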
# MT stabilizer cytotoxicity %: second read-out of MT stabilizer, no call of its own (marks repeat the call); toxicity, %; measured here: cytotoxicity by cell density;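 0% = mean cell density of plate MIN control wells and 100% = no cells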
# Autophagy HCS cell loss 18 h: also measured in Autophagy HCS; calls as there; toxicity, %; measured here: cell loss, nuclei count;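 cell loss after 18 h compound exposure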
# An asterisk follows results filed as active; i = inactive; x = not tested or not shown.
# The opening two entries as a preview:
SMILES,CSM14.1 death rescue,Autophagy HCS,Autophagy HCS cell loss 18 h,XIAP displacement,bCat nuc transl,bCat nuc transl cell count 5 µM,MT stabilizer,MT stabilizer Hoechst-high %,MT stabilizer cytotoxicity %,WT yeast gro inh,WT yeast gro inh mutant strain,Lipid droplet,Lipid droplet cells 6.5 µM,Dynein cargo inh,Dynein cargo inh cytoplasmic EGFP,Dynein cargo inh nuclear GR-EGFP,Dynein cargo inh cell count,Insulin prom up,Insulin prom up cell count
Cc1cc(C)c(OCC(=O)Nc2cccc(NC(=O)c3ccco3)c2)c(Br)c1,3.9%,i,17,-1.7%,-0.4,1126,3.6,1.6,3.4,13,2,x,x,0.1,-0.27,0.69,-0.27,-0.8,1210
Clc1nc2c(ccc3ccccc32)[nH]1,x,x,x,x,1.2,1230,x,x,x,x,x,12,753,1.2,-0.19,0.46,-2.2,-0.83,1038

# All compounds of this part, repeating the preview:
SMILES,CSM14.1 death rescue,Autophagy HCS,Autophagy HCS cell loss 18 h,XIAP displacement,bCat nuc transl,bCat nuc transl cell count 5 µM,MT stabilizer,MT stabilizer Hoechst-high %,MT stabilizer cytotoxicity %,WT yeast gro inh,WT yeast gro inh mutant strain,Lipid droplet,Lipid droplet cells 6.5 µM,Dynein cargo inh,Dynein cargo inh cytoplasmic EGFP,Dynein cargo inh nuclear GR-EGFP,Dynein cargo inh cell count,Insulin prom up,Insulin prom up cell count
Cc1cc(C)c(OCC(=O)Nc2cccc(NC(=O)c3ccco3)c2)c(Br)c1,3.9%,i,17,-1.7%,-0.4,1126,3.6,1.6,3.4,13,2,x,x,0.1,-0.27,0.69,-0.27,-0.8,1210
Clc1nc2c(ccc3ccccc32)[nH]1,x,x,x,x,1.2,1230,x,x,x,x,x,12,753,1.2,-0.19,0.46,-2.2,-0.83,1038
CCn1c(SCC(=O)Nc2ccccc2)nc2c1c(=O)n(C)c(=O)n2C,0.6%,i,-6,-2.9%,-0.2,1149,2.4,2.2,3.3,-12,-10,6,757,-0.93,-0.23,-0.41,0.59,-0.29,1235
COc1ccc(Cl)cc1-c1nc(N)nc(NC2CCCCC2)n1,-1.9%,i,-10,-1.7%,3.6,438,4.8,2.7,3.4,-2,17,-27,716,-0.27,-0.26,-0.37,-0.11,-0.25,1423
Cn1nc(-c2ccc(C(=O)N3CCN(CCO)CC3)cc2)c2ccccc2c1=O,-1.2%,i,35,-4.7%,x,x,1.2,1.1,5.0,0,8,14,829,0.71,-0.14,0.8,-1.3,x,x
Cc1ccc(CNC(=O)c2ccccc2NS(C)(=O)=O)cc1,-1.1%,i,-9,-1.2%,-0.8,1082,1.7,1.5,6.6,5,18,-31,485,-1.1,-0.019,-0.15,-0.69,-0.63,2020
Nn1c(SCC(=O)Nc2ccc(F)cc2F)nnc1-c1cccnc1,-1.2%,i,8,-9.4%,-2.8,1402,6.4,3.3,12,-2,6,x,x,-0.11,0.035,0.3,-0.18,0.52,1511
O=S(=O)(NC1CC1)c1ccc2c3c(cccc13)CC2,-0.1%,i,2,-2.5%,-0.8,1036,2.6,2.0,1.2,7,-9,10,653,-0.3,-0.35,-0.25,0.39,-0.23,1616
CCOC(=O)N1CCN(C(=O)CS(=O)(=O)c2cn(Cc3ccc(Cl)cc3)c3ccccc23)CC1,-1.2%,i,15,-7.0%,-5.0,1158,5.3,3.1,5.6,1,-3,26,492,-0.98,-0.068,-0.52,-0.26,-0.49,2055
CC(C(=O)O)n1c(-c2ccn[nH]2)n[nH]c1=S (stereo not drawn),x,x,x,x,-0.3,945,x,x,x,x,x,-4,734,-0.23,-0.22,-0.28,0.45,0.71,1387
COc1ccc(C(=O)OCC(=O)NCCN2C(=O)CSC2=O)cc1,-1.7%,i,-9,-2.6%,-2.9,1110,1.8,1.4,5.9,-5,0,-2,694,-1,-0.22,-0.91,0.51,0.14,1363
O=C(/C=C/c1ccccc1)c1ccccc1,-1.3%,i,-2,-13%,-3.6,564,4.5,3.6,2.9,-2,-14,6,744,-0.83,-0.11,-0.22,0.38,x,x
C/C(=C/C(=O)NCc1ccccc1)C(=O)O,-0.4%,i,-9,-3.8%,-1.9,1402,2.4,1.9,10,5,-3,x,x,-0.02,-0.22,0.37,0.21,-0.44,1569
CCN(CC)c1ccc(/C=N/NC(=O)c2ccoc2C)c(O)c1,x,x,x,x,-1.7,1368,x,x,x,x,x,2,696,-0.61,0.47,0.46,-0.26,0.08,1168
Cc1ccccc1NC(=O)CS(=O)(=O)c1cn(CC(=O)N2CCOCC2)c2ccccc12,-1.8%,i,-1,-2.8%,-0.9,1064,1.1,3.7,7.9,-11,2,5,714,-1.2,-0.28,-0.1,1.6,-0.07,1280
C=CCNC(=S)/N=c1\sccn1C,-2.2%,i,-3,-11%,-2.1,1394,2.7,1.0,3.1,x,x,x,x,-1.2,-0.13,-0.44,-0.011,0.39,1487
O=C(Nc1nc(-c2cccs2)cs1)c1ccc(Cl)cc1,-3.4%,i,1,-4.5%,-1.7,1207,1.2,1.7,11,67*,30*,3,802,-0.49,-0.31,-0.11,1.3,-1.1,998
CC1(N2CCCCC2)C(=O)c2ccccc2C1=O,-1.2%,i,3,-5.0%,-6.1,570,1.7,1.5,5.8,6,14,-2,668,0.42,-0.26,0.22,-0.091,1.1,1373
O=C(c1ccc(F)c(S(=O)(=O)N2CCOCC2)c1)N(c1ccccc1)c1ccccn1,-1.7%,i,-1,-3.2%,-0.6,1126,4.9,1.1,9.0,1,-6,-3,657,0.88,-0.26,0.21,-1.3,-0.61,1213
S=C(NCCc1ccccc1)Nc1ccccc1N1CCOCC1,-1.6%,i,8,-2.1%,1.9,857,3.1,3.1,8.6,-6,27,-26,726,1.2,-0.16,0.88,-0.94,0.11,1593
C=C(C)Cn1c(CCNC(=O)CC)nc2ccccc21,-1.5%,i,0,-0.8%,1.8,1152,3.1,1.0,9.3,-7,1,-44,661,0.2,-0.16,0.28,0.57,x,x
CCOC(=O)c1[nH]c2ccc(F)cc2c1NC(=O)Nc1ccccc1OC,-1.7%,i,-25,-4.1%,-1.7,1043,4.2,2.0,8.9,7,18,0,619,-0.5,-0.22,-0.36,0.71,0.04,1681
CC(C)Cc1nc2c(nnn2Cc2ccccc2F)c(=O)[nH]1,x,x,x,x,1.1,1239,x,x,x,x,x,1,661,0.81,-0.65,0.66,-1.4,-0.15,986
Cn1cc(Br)c(C(=O)NN2C(=O)C3C4C=CC(C5CC45)C3C2=O)n1 (stereo not drawn),-0.9%,i,0,-3.6%,0.4,915,2.6,1.2,3.3,-2,5,-10,685,-0.46,-0.31,-0.1,0.26,-0.85,1476
COc1cccc2c(C)nc(Nc3nc(CSc4nnc(C)s4)cc(=O)[nH]3)nc12,x,i,-1,-3.7%,x,x,23,3.8,97,5,-8,0,689,3,0.02,2.1,-2.1,-0.03,1127
Cc1cccc(NC(=O)CSc2nnc(C)n2Cc2ccccc2)c1,-4.0%,i,-8,-0.8%,-5.5,1201,1.0,1.8,6.6,-9,12,5,778,-0.78,0.18,-0.07,0.77,x,x
CCOC(=O)c1cc(OC(=O)c2cccnc2)n(-c2ccccc2)n1,2.8%,i,4,-4.6%,2.0,1151,1.9,1.6,37,6,9,8,807,-1.1,-0.24,-0.34,0.55,-0.29,1266
CCc1ccc(Oc2coc3cc(OCC(=O)Nc4cc(C)ccc4C)ccc3c2=O)cc1,0.8%,i,40,-1.0%,-0.5,1138,3.1,3.9,1.5,7,8,15,641,0.0019,-0.28,0.25,0.089,0.1,1606
CCOC(=O)c1c(N)sc(-c2ccccc2)c1C,-1.8%,i,-8,-4.9%,7.1,455,3.7,2.7,0.7,12,-8,6,801,-0.25,-0.24,0.24,-0.8,x,x
S=C1CCSc2ccc(Cl)cc2N1,-0.3%,i,18,0.3%,-4.4,976,2.0,1.4,4.3,6,2,x,x,3.3,0.32,2.7,-3,0.54,1554
O=C(C(=O)N1CCN(c2ccc(F)cc2)CC1)c1c[nH]c2ccccc12,x,i,2,-3.2%,0.6,1084,4.1,1.3,8.2,8,5,0,691,3.1,-0.35,0.83,0.25,1.2,1231
Nc1nc(SCC(=O)NCCOCCO)nc2sc3c(c12)CCCC3,0.1%,i,10,-3.6%,-0.8,959,1.7,1.3,7.2,19,7,-5,727,1.6,-0.01,1.5,-0.95,0.41,1691
O=S1(=O)CCN2C=C(Cl)C=C(Cl)C2=N1,-0.6%,i,0,-5.3%,-3.5,1144,1.8,2.5,8.1,8,9,1,670,-0.26,-0.38,-0.67,1.4,0.02,1383
S=C(Nc1ccc2nc(-c3ccccn3)c(-c3ccccn3)nc2c1)N1CCCCC1,-0.5%,i,2,-3.2%,-0.3,1420,4.1,3.4,5.5,1,-10,-4,693,0.6,0.019,0.58,0.29,1,1311
Cc1ccc(C)c(S(=O)(=O)NCc2ccc(C(=O)N3CCCCC3C)cc2)c1 (stereo not drawn),-1.0%,i,-6,-0.6%,x,x,2.0,0.9,6.0,15,-5,-15,711,0.45,-0.1,0.43,0.33,-1.1,783
Nc1nc(SCC(=O)Nc2ccccc2Oc2ccccc2)n[nH]1,-3.4%,i,-1,-3.2%,-3.8,548,6.1,2.4,8.8,-26,-21,1,715,1.8,-0.14,2,-1.6,-0.13,1217
Cc1nnc(NC(=O)c2ccc3c(c2)OCO3)s1,-2.5%,i,12,-10%,0.8,897,3.4,2.5,8.5,-1,-14,-13,689,0.34,-0.21,-0.17,0.24,x,x
